Neddylation inh: cullin neddylation inhibition; AID 651699; TR-FRET cullin neddylation, biochemical; calls only at 25 µM; actives 0.58% (n = 360,000); in the data active means inhibition above about 36%
Scp-1 inhibitor: inhibitors of human Scp-1 phosphatase; Q9GZU7; Recombinant Scp1, phosphopeptide, malachite green phosphate absorbance; inhibition, % at 20 µM; actives 0.88% (n = 340,000); AID 493091;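 active means inhibition above about 50% at 20 µM, limit read from the data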;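 further: plate controls were DMSO wells with enzyme for no effect and wells lacking enzyme for full effect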
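Material: truncated SCP-1 phosphatase (76-261aa) / Buffer or medium: 50 mM Tris acetate pH 5.5, 0.005% Tween-20, 10 mM MgCl2 / Compound dosing: one concentration, 20 µM, with 1.0% DMSO / Incubation: 45 min room-temperature reaction, 5 min colour, 30 min stabiliser / Detection: colorimetric free-phosphate detection, absorbance 630 nm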
DNMT1 block: inhibitors of human DNMT1; inhibition (reported as % activation of signal), % at 10 µM; DNMT1 molecular beacon, Hinp1I cleavage, fluorescence; AID 588458; actives 0.83% (n = 360,000); P26358; in the data active means inhibition above about 50%
NadD inh: NadD (S. aureus) enzyme inhibition | purified NadD enzyme, colorimetric absorbance read-out | AID 602399 | inhibition, % at 20 µM | actives 0.78% (n = 360,000); in the data active means inhibition above about 26%; further: some compounds past the cut are filed as inactive
Rpn11 inh: inhibitors of human proteasome Rpn11; human 26S proteasome, Ub4-pepOG fluorescence polarization; 20S core pre-blocked with epoxomicin; calls only at 20 µM; actives 0.59% (n = 360,000); AID 588493;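 active means inhibition at 20 µM, scaled to each plate's controls, above about 33%, limit read from the data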
Target sequence (O00487 whole entry, looked up): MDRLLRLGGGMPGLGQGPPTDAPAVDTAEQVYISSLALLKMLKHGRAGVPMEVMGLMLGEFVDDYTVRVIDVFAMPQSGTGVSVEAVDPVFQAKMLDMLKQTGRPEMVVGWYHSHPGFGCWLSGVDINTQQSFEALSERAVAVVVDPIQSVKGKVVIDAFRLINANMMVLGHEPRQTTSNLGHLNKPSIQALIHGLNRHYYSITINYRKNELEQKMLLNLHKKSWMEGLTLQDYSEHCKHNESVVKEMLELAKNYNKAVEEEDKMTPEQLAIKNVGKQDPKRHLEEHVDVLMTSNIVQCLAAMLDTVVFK
STEP block: blocks human striatal-enriched tyrosine phosphatase | inhibition, % at 20 µM | AID 588621 | recombinant STEP, OMFP fluorogenic substrate, fluorescence | actives 0.25% (n = 360,000) | P54829;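 active means inhibition at 20 µM, scaled per plate between control wells, above about 37%, limit read from the data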;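 further: 0% = DMSO with enzyme and substrate and 100% = substrate only without enzyme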
Target sequence (P54829 whole entry, looked up): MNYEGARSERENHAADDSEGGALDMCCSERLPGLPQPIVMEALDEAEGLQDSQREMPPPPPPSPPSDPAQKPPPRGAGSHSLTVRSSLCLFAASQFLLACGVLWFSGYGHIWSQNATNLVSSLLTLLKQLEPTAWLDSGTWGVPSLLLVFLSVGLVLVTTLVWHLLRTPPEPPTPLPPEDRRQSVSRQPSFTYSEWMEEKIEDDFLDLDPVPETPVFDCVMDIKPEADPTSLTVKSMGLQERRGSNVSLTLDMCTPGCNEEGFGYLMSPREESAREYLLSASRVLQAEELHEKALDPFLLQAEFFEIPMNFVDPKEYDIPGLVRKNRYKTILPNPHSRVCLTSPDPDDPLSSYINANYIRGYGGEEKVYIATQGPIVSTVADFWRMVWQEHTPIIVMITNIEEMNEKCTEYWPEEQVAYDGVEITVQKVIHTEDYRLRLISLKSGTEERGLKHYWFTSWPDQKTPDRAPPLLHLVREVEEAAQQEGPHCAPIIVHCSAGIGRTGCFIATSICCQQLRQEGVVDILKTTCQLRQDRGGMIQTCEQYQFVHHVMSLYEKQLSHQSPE
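Material: STEP (striatal-enriched tyrosine phosphatase) enzyme, cell-free; Compound dosing: 20 µM single dose in 1% DMSO; Technique: fluorescence read at 480 nm ex / 540 nm em; Times: reaction 20 min, ambient temperature; Medium: 50 mM Bis-Tris pH 6.0 with 2.5 mM DTT and 0.005% Tween 20; Also added: OMFP at 25 µM.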
CSN inh: CSN deneddylation inhibition; Q92905; Purified CSN, SCF-Nedd8-OG deneddylation, fluorescence polarization; inhibition, % at 12.5 µM; actives 0.38% (n = 360,000); AID 651999;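 active means pattern-corrected inhibition above about 35%, with an unprinted fluorescence ratio check between 0.5 and 1.5, limit read from the data, passing the limit was not always enough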;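 further: 0% = enzyme with substrate and 100% = substrate without enzyme; some results filed as inactive read as strong as hits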
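test system = HEK293T-derived human Csn5 enzyme | amount = 0.24 nM Csn5 enzyme, final concentration | medium = Tris/NaCl/DTT buffer, pH 7.5 | schedule = 90 min reaction at room temperature | signal = FP | evaluation = inhibition of Csn5 cleavage, % | compound dosing = single dose of 12.5 µM compound with 0.25% DMSO | probe or stimulus = 10 nM SCFSkp2-Nedd8OG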
Rin1-Abl PPI inh: human Rin1-Abl interaction inhibition; P00519+Q13671; TR-FRET Rin1/Abl binding, biochemical; inhibition, % at 7.35 µM; actives 0.4% (n = 360,000); in the data active means inhibition above about 5%, passing the limit was not always enough
LMPTP inh: LMPTP (human) inhibition; P24666; recombinant LMPTP-A, OMFP fluorogenic substrate, fluorescence intensity; inhibition, % at 20 µM; actives 0.22% (n = 360,000);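 active means compounds that cut the enzyme signal by at least half of the control window in the single-dose screen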;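 further: plate controls were DMSO wells with enzyme plus substrate for no effect and substrate without enzyme for full effect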
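Test system: LMPTP-A phosphatase enzyme. Amount: LMPTP-A at 0.625 nM final in the reaction. Reagent: OMFP substrate, 400 µM final. Times: 50 min at room temperature. Signal: endpoint fluorescence intensity from OMFP dephosphorylation. Read-out basis: % inhibition. Benchmarks: no-enzyme and uninhibited controls.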
SUMO1 PPI mod: SUMO1-SIM interaction modulation | SUMO1 binding to a labelled peptide, TR-FRET, 1 h | inhibition, % at 20 µM | actives 0.33% (n = 360,000) | P63165; in the data active means inhibition above about 37%
An asterisk follows results filed as active; i = inactive; . = not tested or not shown.

SMILES	Neddylation inh	Scp-1 inhibitor	DNMT1 block	NadD inh	Rpn11 inh	STEP block	CSN inh	Rin1-Abl PPI inh	LMPTP inh	SUMO1 PPI mod
COc1ccc(NC(=O)C(=O)Nc2cccc3ccccc23)c(OC)c1	i	-7	1	-1	i	-2	5	2	-2.0	-5
COc1cc(Cl)ccc1OCc1cc(C(=O)N(C)C2CCOC2)no1 (stereo not drawn)	i	-10	2	-2	i	0	2	0	-1.0	3
CC1CCCN(C(=O)NC2CC(=O)N(c3ccc4c(c3)OCCO4)C2)C1 (stereo not drawn)	i	-4	6	-4	i	4	2	1	-0.6	5
Cc1ccc(C(=S)N2CCN(Cc3ccccc3)CC2)s1	i	-8	-2	-3	i	78*	-4	1	1.6	1
Cc1nn(C(=O)N2CCOCC2)c(C)c1CN1C(=O)c2ccccc2C1=O	i	-10	0	6	i	1	0	0	-1.2	-10
COc1ccc(S(=O)(=O)N2CCOCC2)cc1NC(=O)c1cc2c(s1)CCCC2	i	-10	-4	3	i	-1	-7	2	1.0	3
CC(=O)Nc1ccc(CN2CCCC(C(=O)c3cccc(C(F)(F)F)c3)C2)cc1 (stereo not drawn)	i	-6	-3	3	i	3	5	1	-0.8	0
O=C(NCCCN1CCCC1=O)C1CCN(S(=O)(=O)c2cccc(Cl)c2Cl)CC1	i	11	5	-4	i	-1	2	-4	-1.3	-6
CCS(=O)(=O)N1Cc2cc(C(=O)NCCOC)nc(-c3cccc(-c4ccncc4)c3)c2[C@@H]1CCO	i	.	.	-4	.	.	0	.	-0.9	3
Cc1ccc(OCC(=O)N(C)CC(=O)Nc2ccccc2Cl)c([N+](=O)[O-])n1	i	16	5	-1	i	-2	-1	4	-0.5	-19
CC(NS(C)(=O)=O)C(c1cccs1)N1CCN(c2ccccc2F)CC1 (stereo not drawn)	i	-3	-1	2	i	0	7	3	-0.4	20
COc1cccc(NC(=S)NCc2cccs2)c1	i	-3	2	-4	i	4	-7	1	-2.1	0
Cc1cccc(NC(=O)CN2C(=O)S/C(=C\c3ccc(O)c([N+](=O)[O-])c3)C2=O)c1	i	80*	-4	14	i	5	2	-1	8.0	-2
Cc1ccc(S(=O)c2ccc(C)cc2)cc1	i	0	1	-1	i	2	3	1	-0.2	5
CCCCC(=O)N1CCCC(C)C1 (stereo not drawn)	i	-10	-3	-7	i	-1	0	0	-0.6	-1
Cc1ccc2c(CN(C)Cc3cccc(F)c3)cc(=O)oc2c1	i	-4	0	-2	i	-1	0	4	1.5	-2
CCN(CC)CCOC(=O)C(Cc1cccc2ccccc12)CC1CCCO1 (stereo not drawn)	i	5	2	-7	i	-1	0	2	-1.0	-1
CCCC[C@@H]1C[C@H]1[C@@H](NC(=O)c1ccco1)c1ccc(Cl)cc1	i	-6	14	2	i	2	9	-2	3.1	4
COC(=O)Cn1cnc2sc(C)c(S(=O)(=O)N3CCC(C)CC3)c2c1=O	i	15	3	-10	i	2	0	1	-1.1	-1
CC(C)CCN1CC(O)=C(c2nc3ccccc3[nH]2)C1=N	i	-6	-1	3	i	-3	1	2	1.1	0
CCC1CCCCN1CCCNC(=O)Cn1ncn2nc(-c3ccc(OC)cc3)cc2c1=O (stereo not drawn)	.	-4	0	-6	i	2	4	-2	0.1	1
Cc1c(C(=O)NCCCn2ccnc2)oc2ccccc12	i	-5	0	-2	i	0	-7	-2	-3.1	2
CCC(C)c1c(O)nc(SCC(=O)Nc2ccccc2)[nH]c1=O (stereo not drawn)	i	0	-16	-5	i	2	-1	-2	-0.1	-1
CC1CCN(C(=O)Cn2nnc(-c3ccc([N+](=O)[O-])cc3)n2)CC1	i	-5	0	6	i	-3	4	-2	-0.4	-38
O=C1CC(=O)C(n2cncn2)C(c2ccc(Cl)cc2)C1 (stereo not drawn)	i	-18	-3	-5	i	-1	2	3	-0.8	0

5 entries drawn at random from those above, as already listed:
SMILES	Neddylation inh	Scp-1 inhibitor	DNMT1 block	NadD inh	Rpn11 inh	STEP block	CSN inh	Rin1-Abl PPI inh	LMPTP inh	SUMO1 PPI mod
CC1CCN(C(=O)Cn2nnc(-c3ccc([N+](=O)[O-])cc3)n2)CC1	i	-5	0	6	i	-3	4	-2	-0.4	-38
Cc1nn(C(=O)N2CCOCC2)c(C)c1CN1C(=O)c2ccccc2C1=O	i	-10	0	6	i	1	0	0	-1.2	-10
CCS(=O)(=O)N1Cc2cc(C(=O)NCCOC)nc(-c3cccc(-c4ccncc4)c3)c2[C@@H]1CCO	i	.	.	-4	.	.	0	.	-0.9	3
O=C(NCCCN1CCCC1=O)C1CCN(S(=O)(=O)c2cccc(Cl)c2Cl)CC1	i	11	5	-4	i	-1	2	-4	-1.3	-6
CCCCC(=O)N1CCCC(C)C1 (stereo not drawn)	i	-10	-3	-7	i	-1	0	0	-0.6	-1

The main list resumes; the three compounds before the break are reprinted first.
SMILES	Neddylation inh	Scp-1 inhibitor	DNMT1 block	NadD inh	Rpn11 inh	STEP block	CSN inh	Rin1-Abl PPI inh	LMPTP inh	SUMO1 PPI mod
CCC(C)c1c(O)nc(SCC(=O)Nc2ccccc2)[nH]c1=O (stereo not drawn)	i	0	-16	-5	i	2	-1	-2	-0.1	-1
CC1CCN(C(=O)Cn2nnc(-c3ccc([N+](=O)[O-])cc3)n2)CC1	i	-5	0	6	i	-3	4	-2	-0.4	-38
O=C1CC(=O)C(n2cncn2)C(c2ccc(Cl)cc2)C1 (stereo not drawn)	i	-18	-3	-5	i	-1	2	3	-0.8	0
O=c1c(Cc2c(F)cccc2Cl)c(O)ccn1Cc1ccc(F)cc1	i	-1	0	4	i	-3	6	0	0.1	1
O=C(CCC(=O)N1CCN(S(=O)(=O)c2ccc(Cl)cc2)CC1)NCc1cccc(C(F)(F)F)c1	i	-7	6	2	i	-1	0	3	1.3	0
CS(=O)(=O)Nc1ccc(C2=NN(C(=O)c3ccco3)C(c3cccc(F)c3)C2)cc1 (stereo not drawn)	.	20	-3	-4	i	2	2	-3	0.8	-10
COc1cc(CNCCO)cc(Br)c1OCc1ccccc1Cl	i	-8	0	-5	i	-6	1	4	0.1	-2
O=C(O)c1cccc(NC2=Nc3cccc4cccc2c34)c1	i	-16	-1	-8	i	0	-1	-1	-2.5	-9
O=c1c2ccsc2ncn1Cc1ccccc1F	i	-1	1	-6	i	1	-3	0	-0.9	-3
CCCn1nnnc1SCC(=O)N1CCCCC1	i	1	1	0	i	0	-3	0	-1.5	5
COc1ccc(C2=CSC3=NNC4(CCCCC4)NN23)cc1	i	4	3	0	i	1	7	1	1.2	-4
COc1ccc(OC)c(-n2c(-c3ccc(C)cc3)n[nH]c2=S)c1	i	-4	-2	3	i	-2	5	1	-0.7	-2
Cc1nc(C(F)(F)F)ccc1C(=O)N1CCC1(C)C(=O)NCc1ccc(Cl)cc1 (stereo not drawn)	i	.	5	-1	i	3	-1	0	-0.5	21
S=C(Nc1ccccc1)Nc1ccc(OCc2ccccc2)cc1	i	-11	14	14	i	1	3	2	-0.8	1
COc1cccc(OCCNC(=O)c2ccc(C)cc2)c1	i	-12	2	-3	i	4	2	2	0.1	2
CCS(=O)(=O)NCCNc1ccc([N+](=O)[O-])cc1	i	-1	3	4	i	0	-4	-3	0.8	0
COCCn1c(SCC(=O)Nc2cc(C)on2)nnc1-c1c[nH]c2ccccc12	i	6	1	-2	i	-1	1	1	-1.1	-1
CC(=O)Oc1ccc(OC(C)=O)c2c1C1C=CC2CC1	i	10	-6	4	i	-1	0	1	0.2	8
O=C(CSc1nc(-c2ccccc2)cc(=O)[nH]1)Nc1ccccc1F	i	-13	3	-2	i	0	-1	0	0.5	2
CCOC(=O)N1CCN(C(=O)c2noc3c2COc2ccccc2-3)CC1	i	-5	-6	-1	i	1	4	0	0.4	-3
COc1ccccc1N(C)S(=O)(=O)c1ccc(C(=O)Nc2nc(C)cs2)cc1	i	0	-3	-1	i	2	0	0	0.0	3

Screens from PubChem BioAssay.
